Rat MKP-3 inhibitors: MKP-3 phosphatase inhibitors, primary screen, biochemical, rat enzyme, in vitro (AID 425) | one-dose inhibition, % at 20 µM; IC50 in µM for titrated hits | recombinant MKP-3 phosphatase activity, fluorescence; higher % means a stronger effect | 110,000 compounds, 0.17% hits; in the data active = inhibition above about 50%;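 note: plate controls were vehicle for no effect and reference inhibitor for full effect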
Hsp70 inhibitors: Hsp70 inhibitors, probe displacement, primary screen, biochemical, fluorescence polarization (AID 583); Hsp70 fluorescence polarization probe displacement, mP; higher % means a stronger effect; one-dose displacement, % at 20 µM; IC50 in µM for titrated hits; 140,000 compounds, 0.06% hits; in the data active = displacement above about 50%;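 note: plate controls were vehicle for no effect and reference ligand for full effect; a part of the inactive calls stands beside numbers as strong as those of hits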
Numbers without * were called inactive; . = no result given; & = joins results of further samples. A portion of the library; count on the stated rates, not on these rows.

SMILES	Rat MKP-3 inhibitors	Hsp70 inhibitors
O=C(NCc1ccco1)c1cnn2c(C(F)(F)F)cc(-c3cccs3)nc12	-0.7%	1.2%
COC(=O)c1nc(-c2ccc(C)cc2)oc1N(C)C	-9.0%	10.9%
O=[N+]([O-])c1ccc(CSc2nnc(-c3ccccc3)c(-c3ccccc3)n2)cc1	3.8%	-6.9%
Cc1c(NC(=O)c2ccccc2N)cccc1C(=O)O	5.5%&-0.8%	-5.5%&-0.5%
COc1ccc(Nc2nc(C)cc(=O)[nH]2)cc1	.	-2.5%
CCOc1ccc(N2C(=O)CC(SC(=NC)Nc3cccc(F)c3)C2=O)cc1 (configuration not stated)	-11.2%	-3.8%
O=c1cc(-c2ccccc2)c2ccccc2[nH]1	-5.5%	0.3%
CCOC(=O)c1c(-c2ccc(Cl)cc2)csc1NC(=O)c1ccco1	4.7%	-3.2%
COc1cc(CN2CCN(C3CCCCC3)CC2)cc(OC)c1OC	2.3%	-2.1%
CCC[C@@H]1C[C@@H](C(=O)N[C@H]([C@@H](C)O)[C@H]2O[C@H](SC)[C@H](O)[C@@H](O)C2O)N(C)C1 (some centres not stated)	7.4%	3.1%
CCCN1Cc2cccc(C(=O)NCc3ccccc3OC)c2C1=O	.	-0.8%
O=C(O)CCCC(=O)N1CCN(c2nc(-c3ccccc3)c3ccccc3n2)CC1	3.9%	-1.8%
Cc1ccc(S(=O)(=O)N2CCN(c3ccccc3)CC2)cc1C	2.8%	0.9%
Cc1ccc(OCC(=O)Nc2nc(-c3ccccc3)cs2)cc1C	2.8%	-3.6%
CC(C)(C)C(=O)NC1=NCCS1	.	-9.3%
CS(=O)(=O)N1CCCC(C(=O)N2CCc3ccccc3C2)C1 (configuration not stated)	-1.2%	4.0%
N#CC(c1ccc(F)cc1)c1ccc(C(=O)c2ccc(F)cc2)cc1 (configuration not stated)	.	-8.4%
Cn1nc(-c2ccc(Br)cc2)cc1N	1.1%	-1.4%
CC1(C)CC(=O)C2=C(C1)Nc1ccccc1N(C(=O)Cc1ccccc1)C2c1cccc(O)c1 (configuration not stated)	7.3%	-2.2%
O=C(NC(NC(=O)c1ccccc1)C(=O)c1ccccc1)c1ccccc1	.	2.0%
S=c1nc(C2CCCCC2)[nH][nH]1	-0.1%	0.9%
CCOC(=O)c1cc2c3c(c1)C1C=CCC1C(c1ccc([N+](=O)[O-])cc1)N3CC1CC=CC21 (configuration not stated)	-0.4%	0.3%
O=C(O)C(Cc1ccccc1)N1C(=O)/C(=C/c2ccc(Br)cc2)SC1=S (configuration not stated)	-10.7%	-2.7%
COc1ccc(OC)c(C(C(=O)NCc2ccco2)N(C(=O)Cn2nnc3ccccc32)C2CC2)c1 (configuration not stated)	-1.4%	3.5%
Oc1ccc(/C=N/Nc2cc(N3CCCC3)nc(N3CCCC3)n2)cc1	4.4%	-0.8%
Cc1cc(S(=O)(=O)Nc2ccccc2C)ccc1F	-4.0%	2.7%
O=C(O)CCCCCN1C(=O)/C(=C/c2c(F)cccc2Cl)SC1=S	3.8%	-1.1%
CC1(C)OC(=O)N(c2cccnc2)C1(C)O (configuration not stated)	-5.1%	1.8%
Cc1ccc(NC(=O)CN2CCC3(O)CCCCC3C2c2ccc3c(c2)OCO3)c(C)c1 (configuration not stated)	-8.6%	1.7%
CCOc1cc(CO)ccc1OCC(=O)N1CCCCC1	-17.1%	0.4%
CCc1ccccc1NC(=O)CSc1nc2ccccc2n1CC(=O)N(C)C	-2.6%	-1.6%
Cn1ccnc1/C=C(/OC(=O)c1ccccc1)c1ccccc1	-5.6%	1.3%
Cc1cc(C(=O)COC(=O)C2COc3ccccc3O2)c(C)n1CC1CCCO1 (configuration not stated)	-1.2%	-0.6%
O=C(O)C1CCC(=O)N1Cc1ccccc1Cl (configuration not stated)	-14.2%	0.6%
CN(C)CCCN1C(=O)C(=O)/C(=C(/O)c2ccncc2)C1c1ccccc1 (configuration not stated)	-11.4%	-0.2%
Cc1noc(C(=O)NCc2ccco2)c1Cl	-4.0%	4.6%
COCCn1c(NCc2ccc(C)cc2)nc2c1c(=O)[nH]c(=O)n2C	-5.5%	10.7%
OC1(C#Cc2ccccc2)CCN(Cc2ccccc2)CC1	3.7%	-1.4%
COC(=O)[C@H](C)NC(=O)NCc1ccc(F)cc1	-7.3%	2.0%
COc1ccc(-n2nnnc2SC(C)C(N)=O)cc1 (configuration not stated)	4.8%	2.4%
Cn1c(NCC(O)CO)nc2c1c(=O)n(Cc1ccc(Cl)c(Cl)c1)c(=O)n2C (configuration not stated)	.	-0.5%
COc1ccc(-c2nnnn2C)cc1S(=O)(=O)Nc1ccc(Br)cc1	3.8%	-0.3%
CCn1ncc(/C=N/O)c1C	.	8.0%
C=CCOC(=O)C1=C(C)N(CC)C(=O)NC1c1ccc([N+](=O)[O-])cc1 (configuration not stated)	1.1%	-0.6%
Cn1c(-c2ccccc2)cnc1N	.	-0.2%
C/C(NC1CCCC1)=C(/C#N)C(N)=O	4.8%	-5.2%
COc1ccccc1NC(=O)N(CCN(C)C)Cc1cc2cc(C)ccc2[nH]c1=O	-5.6%	5.0%
CCCCCCn1c(CN2CCN(Cc3ccccc3)CC2)nc2c1c(=O)n(C)c(=O)n2C	-3.2%	3.6%
Cc1ccccc1CSc1nncn1N	-15.9%	-6.6%
CCOc1ccccc1C(=O)Nc1cc(C(F)(F)F)ccc1Cl	-0.6%	0.9%
Cc1onc(-c2ccccc2)c1C(=O)NCc1cccnc1	-0.7%&1.3%	-2.3%&0.2%
Cc1c(NC(=O)CC2CCC2)c(=O)n(-c2ccccc2)n1C	-0.9%	-0.2%
Cc1ccc(CNC(=O)NC2CCCCC2)cc1	.	1.7%
COc1ccc(CC(=O)Nc2cccc(C(=O)NCC(C)C)c2)cc1	3.7%	1.7%
CC1=C(C(=O)N2CCOCC2)C(c2ccsc2)C2=C(CCCC2=O)N1 (configuration not stated)	8.8%	-1.7%
CCCc1ccc(OCCNC(C)=O)cc1	-9.5%	18.0%
O=C1c2ccc(-c3nc4ccccc4c(=O)o3)cc2C(=O)N1c1ccc(Cl)cc1	0.7%	-0.6%
O=C(NCc1ccc2c(c1)OCO2)C1CCN(c2ccc(S(=O)(=O)N3CCCC3)cc2)CC1	-6.4%	-3.2%
O=S1(=O)CC=C(CSc2nc3ccccc3[nH]2)C1	-1.2%&-0.9%	0.6%&0.7%
COc1ccccc1N1CCN(C(=O)c2c(-c3c(Cl)cccc3Cl)noc2C)CC1	-7.7%	0.6%

2 entries from above, as a markdown table.
| Molecule | Rat MKP-3 inhibitors | Hsp70 inhibitors |
| --- | --- | --- |
| CCOC(=O)c1c(-c2ccc(Cl)cc2)csc1NC(=O)c1ccco1 | 4.7% | -3.2% |
| COc1cc(CN2CCN(C3CCCCC3)CC2)cc(OC)c1OC | 2.3% | -2.1% |

More records
SMILES	Rat MKP-3 inhibitors	Hsp70 inhibitors
Cn1c(=O)oc2cc(S(=O)(=O)Nc3ccc4c(c3)OCCO4)ccc21	.	-7.2%
COc1ccccc1OCCCn1c(=O)oc2ccccc21	-2.9%	4.2%
O=C(CN1C(=O)c2ccccc2C1=O)N1CCN(c2ccccc2Cl)CC1	-3.0%	2.8%
CCC(C)[C@H](N)c1nnc(SCC(=O)Nc2cccc(Cl)c2)o1 (some centres not stated)	-1.1%	-1.7%
COc1ccc2[nH]c3c(=O)n(CCCCC(=O)NCCN4CCCC4)c(=S)[nH]c3c2c1	0.5%	3.6%
CCOC(=O)c1c(-c2ccc(C)o2)csc1N	-4.7%	3.6%
Cc1nnc(SCc2ccon2)n1-c1ccccc1	.	2.3%
Cc1ccccc1Nc1nc(N)nc(CSc2nnc3sc4ccccc4n23)n1	-5.2%	-2.4%
CCCc1nc(NC2CCCCC2)c(C#N)c2c1COC(C)(C)C2	-4.8%	2.7%
CSc1ccc(/C=N/n2c(C)nnc2C)cc1	3.9%	-2.4%
COC(=O)C1=C(C)NC2=C(C(=O)c3ccccc32)C1c1ccc(OCc2ccc(Cl)cc2Cl)c(OC)c1 (configuration not stated)	2.5%	-1.0%
Cc1cc(OCC(=O)N2CCN(c3ccccc3)CC2)ccc1Br	2.0%	-0.6%
CC(C)c1ccc(C(=O)NCCCc2ccccc2)cc1	.	-5.4%
CCN1C(=O)/C(=C\C=C\c2ccccc2[N+](=O)[O-])SC1=S	5.7%	0.7%
CCOC(=O)c1c(C)n(C)c2cc(Br)c(O)c(CN(C)C)c12	-9.1%	-3.6%
CCc1ccc(NC(=O)CSc2nc3n[nH]c(C)c3c(=N)n2-c2cccc(OC)c2)cc1	.	3.0%
CCCOc1ccc(NC(=O)C2CC(=O)N(C(C)C)C2)cc1 (configuration not stated)	-17.3%	-3.6%
CCOc1ccc(N(CC(=O)NCc2ccccc2)S(C)(=O)=O)cc1	-13.8%	5.0%
CCOC(=O)COc1ccc(C2NC(=S)NC(C)=C2C(=O)OC)cc1OC (configuration not stated)	-1.2%	-0.1%
O=C(COc1ccccc1Cl)Nc1nc(-c2ccccc2)cs1	-2.6%	2.0%
O=C(CCCOc1ccc(Cl)cc1Cl)Nc1ncn[nH]1	-5.0%	3.3%
O=C1OC(COc2ccccc2)CN1c1ccc(Cl)c(Cl)c1 (configuration not stated)	-2.4%	-3.7%
COc1ccccc1Nc1cc(C(=O)NCCCN2CCOCC2)c2ccccc2n1	-14.8%	-7.3%
Nc1ccc2nc(-c3ccccc3)sc2c1	.	3.5%

Copied from above (2 entries):
SMILES	Rat MKP-3 inhibitors	Hsp70 inhibitors
CC(C)c1ccc(C(=O)NCCCc2ccccc2)cc1	.	-5.4%
CCN1C(=O)/C(=C\C=C\c2ccccc2[N+](=O)[O-])SC1=S	5.7%	0.7%

Carrying on:
SMILES	Rat MKP-3 inhibitors	Hsp70 inhibitors
COc1ccc(/C=C2/C=C(c3ccc(OC)cc3OC)OC2=O)c(OC)c1	-0.8%	-2.7%
C=CCN1C(=O)C2C3c4ccccc4C(c4ccccc43)C2C1=O (configuration not stated)	0.8%	-0.8%
O=C(CSc1nnnn1C1CCCCC1)NCc1cccc(C(=O)O)c1	0.2%	-3.8%
CCC(C)NC(=O)C(Cc1ccccc1)NS(=O)(=O)c1cccc2nsnc12 (configuration not stated)	-12.9%	1.9%
O=C1c2ccccc2C(=O)N1CN1c2ccccc2CCc2ccccc21	2.1%	2.5%
COc1ccc(NC(=O)Nc2ccccc2C(=O)N2CCCC2)cc1	-13.6%	0.1%
COc1ccc(N(CC(=O)Nc2cccc(C(F)(F)F)c2)S(=O)(=O)c2ccccc2)cc1	2.6%	-1.7%
COc1ccc(S(=O)(=O)N2CCC(C(=O)NCC3CCCO3)CC2)cc1C (configuration not stated)	.	-3.0%
Cc1cc(C)c(C(=O)/C=C/c2ccncc2)c(=O)[nH]1	2.4%	0.1%
COC(=O)c1ccccc1NC(=O)c1cc(I)ccc1Cl	0.3%	3.5%
Cc1cccc(S(=O)(=O)c2c(N)n(/N=C/c3ccccc3)c3nc4ccccc4nc23)c1	.	3.2%
COC(=O)c1ccc(CN(c2ccccn2)S(=O)(=O)c2ccccc2)cc1	.	3.6%
COc1ccc(CN2CCN(Cc3ccccc3Cl)CC2)c2ccccc12	4.3%	1.5%
COC(=O)n1ccc(C(=O)Nc2ccc(C)cc2C)n1	4.3%	-2.7%
COc1nc(OC)nc(N(C)CCO)n1	-2.1%	1.7%
Cn1c2c(c(=O)n(C)c1=O)C(c1ccccc1)C1=C(N2)c2ccccc2C1=O (configuration not stated)	2.2%	4.6%
Cc1ccc(/C(O)=C2/C(=O)C(=O)N(CCCn3ccnc3)C2c2ccc(Cl)cc2)cc1 (configuration not stated)	1.4%	2.5%
COc1ccccc1/C=C1\SC(=S)N(C(CCSC)C(=O)O)C1=O (configuration not stated)	-1.1%	5.9%
COc1ccc(S(=O)(=O)Nc2cc(C(=O)NC3CCCCCC3)ccc2N2CCOCC2)cc1	-5.9%	2.0%
Cc1nc2nc(SCC(=O)C(C)(C)C)[nH]c2cc1Br	10.5%	0.6%
COC(=O)c1c(NC(=O)c2cccc([N+](=O)[O-])c2)sc(C)c1C	2.5%	-1.2%
O=C(Nc1ccc2nn(-c3cccc([N+](=O)[O-])c3)nc2c1)c1cccs1	2.2%	-1.7%
COC(=O)c1ccccc1NC(=O)CN(c1ccc(OC)cc1)S(C)(=O)=O	5.3%	-7.2%&0.3%
COc1ccc(S(=O)(=O)N2CCC(C(N)=O)CC2)cc1	-6.6%	-2.4%

Ordered by formula weight (lowest first): five of the compounds above
SMILES	Rat MKP-3 inhibitors	Hsp70 inhibitors
COC(=O)c1c(NC(=O)c2cccc([N+](=O)[O-])c2)sc(C)c1C	2.5%	-1.2%
Cc1nc2nc(SCC(=O)C(C)(C)C)[nH]c2cc1Br	10.5%	0.6%
COc1ccc(CN2CCN(Cc3ccccc3Cl)CC2)c2ccccc12	4.3%	1.5%
COc1ccccc1/C=C1\SC(=S)N(C(CCSC)C(=O)O)C1=O (configuration not stated)	-1.1%	5.9%
COC(=O)c1ccccc1NC(=O)CN(c1ccc(OC)cc1)S(C)(=O)=O	5.3%	-7.2%&0.3%

Next compounds.
SMILES	Rat MKP-3 inhibitors	Hsp70 inhibitors
OC1(c2cn(Cc3ccccc3)nn2)CCCCC1	-0.2%	-9.0%
CCCCCC(=O)Nc1nc2ccccc2[nH]1	.	-1.5%
N#CCSc1nc2c(sc(=S)n2Cc2ccco2)c(=O)n1-c1ccc(F)cc1	4.5%	-1.6%
CCN1CCn2c1nc(N1CCCCC1)nc2=O	-12.4%	0.3%
CCc1c(C)c(C#N)c2nc3ccccc3n2c1NCCN(C)C	.	-5.0%
CSc1ccccc1C(=O)Nc1cccc(N(C)S(C)(=O)=O)c1	-0.6%	0.1%
CCOc1ccc(Br)cc1CC(=O)O	-8.8%	4.7%
COc1ccc(CC(=O)Nc2cc(C)on2)cc1OC	.	13.4%
O=C1NCC(c2ccccc2)C1C(=O)N/N=C\c1cc(Cl)ccc1O (configuration not stated)	0.5%	1.5%
